# Rtt109 Vps75 = C. albicans Rtt109 histone acetyltransferase inhibition. purified Rtt109/Vps75, ThioGlo CoA-SH fluorescence, 4 h. inhibition, % at 34.9 µM. 330,000 tested, 0.16% active;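 active = inhibition of at least 50% in every replicate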
# PKA-R2B activ = PKA-R2B complex activation; P22694+P31323; PKA-R2B holoenzyme dissociation, Cy5-IP20 fluorescence polarization; R2B truncated from residue 108, S112A mutant; 0% DMSO only, 100% 113 µM cGMP; activation, % at 11.4 µM; 340,000 tested, 0.079% active; AID 504700;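 active = activation above a cutoff set at the mean over all compounds plus 3 SD, cut at about 18% in these data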;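 also: higher means more holoenzyme dissociation and a rise in polarization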
# Keap1-Nrf2 PPI = disrupts human Keap1 binding to Nrf2 peptide; Q14145; Keap1 Kelch-Nrf2 peptide fluorescence polarization, 1536-well; inhibition, % at 9.4 µM; 340,000 tested, 0.15% active; AID 504523; in the data active = inhibition above about 12%;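 also: human Keap1 Kelch domain with fluorescein labeled Nrf2 9mer peptide probe; 0% = neutral control wells and 100% = peptide positive control; higher means more block of Keap1 binding to Nrf2 peptide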
# Target sequence (Q14145 whole entry, looked up, the tested form may be a part): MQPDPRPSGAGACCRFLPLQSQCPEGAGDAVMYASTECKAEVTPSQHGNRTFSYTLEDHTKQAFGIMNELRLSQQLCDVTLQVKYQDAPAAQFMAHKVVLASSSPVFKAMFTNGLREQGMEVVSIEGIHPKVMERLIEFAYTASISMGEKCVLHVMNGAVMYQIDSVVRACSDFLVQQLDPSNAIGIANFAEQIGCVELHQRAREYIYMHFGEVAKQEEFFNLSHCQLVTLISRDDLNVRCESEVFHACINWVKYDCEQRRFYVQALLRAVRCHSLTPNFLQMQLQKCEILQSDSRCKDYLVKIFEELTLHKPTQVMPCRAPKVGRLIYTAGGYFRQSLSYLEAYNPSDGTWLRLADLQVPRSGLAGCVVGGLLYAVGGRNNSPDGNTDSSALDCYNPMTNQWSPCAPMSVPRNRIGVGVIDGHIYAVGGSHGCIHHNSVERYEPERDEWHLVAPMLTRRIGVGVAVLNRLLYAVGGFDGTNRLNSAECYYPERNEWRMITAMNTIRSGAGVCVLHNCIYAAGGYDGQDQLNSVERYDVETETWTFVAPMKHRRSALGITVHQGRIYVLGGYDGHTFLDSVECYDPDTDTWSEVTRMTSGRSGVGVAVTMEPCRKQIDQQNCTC
# CAL PDZ FP-1 = inhibitors of human CAL PDZ peptide binding | purified CAL PDZ, TMR-peptide fluorescence polarization, 1 h | Q9HD26 | 330,000 tested, 0.02% active | AID 504414 | inhibition, % at 20 µM;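 active = highest replicate inhibition of at least 40%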;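 also: plate controls were DMSO neutral control wells for no effect and unlabeled competitor peptide control wells for full effect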
#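 Material: tagged CAL PDZ protein CerCALP, purified; buffer or medium: sodium phosphate/NaCl buffer pH 7.4 with TCEP, IgG, Thesit; also added: fluorescent TMR peptide probe; schedule: 1 h incubation at room temperature before polarization reading; technique: fluorescence polarization from S- and P-plane intensities, G-factor corrected; control set: unlabelled peptide and DMSO controls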
# C-LANA FP = inhibitors of KSHV LANA C-terminal domain DNA binding. MBP-C-LANA/FAM-LBS DNA binding, fluorescence polarization. inhibition, % at 9 µM. 340,000 tested, 0.078% active;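 active = highest replicate inhibition at or above 60% at 9 µM, even if other replicates fall short; inactive = all replicates below 60% inhibition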;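 also: 0% = neutral control wells and 100% = 4 µM acridine orange control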
# DAGLB inhibitor = blocks human DAGLB lipase activity. AID 504411. 340,000 tested, 0.059% active. HEK293T DAGLB membrane lysate, EnzChek fluorogenic substrate. inhibition, % at 5.17 µM; in the data active = inhibition above about 34%;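 also: 0% = enzyme with vehicle and 100% = wells lacking enzyme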
# RTF Ca sens act = increases calcium sensitivity of human cardiac regulated thin filaments | IANBD-labeled TnC RTF fluorescence at EC20 calcium; 0% EC20 calcium, 100% full calcium | activation, % at 7.2 µM | 340,000 tested, 0.24% active;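 active = activation above the mean over all tested compounds plus 3 SD, cut at about 30% in these data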;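 also: rise in fluorescence read as greater calcium sensitivity of cardiac thin filaments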
# CAL PDZ FP-2 = inhibitors of human CAL PDZ peptide binding. 300,000 tested, 0.92% active. AID 602252. purified CAL PDZ, TMR-peptide fluorescence polarization, 1 h. inhibition, % at 24.9 µM. Q9HD26;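 active = mean inhibition of at least 30% with at least half of replicates also reaching 30%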;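 also: 0% = DMSO neutral control and 100% = excess unlabeled competitor peptide PRC23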
# SR-BI DiI-HDL act = enhances SR-BI lipid uptake from DiI-HDL; CHO ldlA[mSR-BI] cells, DiI-HDL uptake fluorescence, 3 h; 100 = double the neutral-control signal; 320,000 tested, 0.096% active; activation, % at 12.5 µM; AID 504775;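 active = mean replicate activation of at least 60% and every replicate at or above 60%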;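 also: 0% = median plate neutral-control signal and 100% = twice that signal; values of inactives mirror those of a sister screen read the other way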
#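 System: LDL receptor-deficient CHO ldlA cells overexpressing murine SR-BI | Timing: 3 h uptake period with compound, 37 °C | Medium: HEPES-buffered (25 mM, pH 7.4) F12 plus 0.5% BSA | Dosing: Single-point compound dose | Signal: Bottom-read fluorescence, 550/595 nm | Read-out: Retained DiI signal reflecting DiI-HDL uptake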
# RTF Ca sens inh = cardiac RTF calcium desensitization | IANBD-labeled cardiac RTF, Ca2+ fluorescence | inhibition, % at 7.15 µM | 340,000 tested, 0.12% active | P19429+P45379;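 active = inhibition above the mean inhibition of all tested compounds plus 3 SD, cut at about 17% in these data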;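 also: assay run at fixed EC70 calcium of 1.6 mM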
# Numbers without * were called inactive; . = not tested or not shown; & = joins results of further samples.
Compound,Rtt109 Vps75,PKA-R2B activ,Keap1-Nrf2 PPI,CAL PDZ FP-1,C-LANA FP,DAGLB inhibitor,RTF Ca sens act,CAL PDZ FP-2,SR-BI DiI-HDL act,RTF Ca sens inh
O=C(NCCCn1ccnc1)c1cc2c(s1)CCCCC2,1,-8,5,-1.0,1.8,3,-1,-2,7,-8
O=c1oc2ccc(Br)cc2cc1-c1nc2ccccc2o1,-2,1,-5,-1.9,-0.6,-1,-8,0,16,-6
COc1ccc(C(=O)c2oc3ccc(Br)cc3c2NC(C)=O)cc1,-8&1,2,-5,-1.0,-0.4,0,8,0,18&-7,-4
CCn1c(/C=C2\C(=O)N(C)c3ccccc32)nc2ccccc2c1=O,-3,4,-2,-2.1,-2.0,3,2,-3,37,0
CCOC(=O)c1c(C)[nH]c(C(=O)OCC(=O)Nc2ccc(OC)c(Cl)c2)c1C,7,-11,-3,-2.0,0.8,-2,-2,-1,-28,2
COc1cccc(NC(=O)CCCCCn2nnc3ccccc3c2=O)c1,.,-9,-4,0.3,-1.4,-1,-4,24,45,-8
Cc1ccc(C(C(=O)NCc2ccco2)N(C(=O)CNC(=O)c2cccs2)c2ccc(C)cc2C)cc1 (centres undefined),3,-9,0,0.4,-0.3,-1,-8,-2,17,0
CS(=O)(=O)C1=NSC2=NC(=O)/C(=C\c3cccn3-c3ccccc3Cl)C(=N)N21,21,-11,-10,-5.0,-4.1,15,-2,-7,-1,-19
O=C(Cc1ccccc1[N+](=O)[O-])OCC(=O)N1CCN(c2ccccc2)CC1,-3,-6,-5,-2.3,-0.7,0,-6,-1,21,-10
COc1cccc(C(=O)Nc2cc(=O)n(C)c(=O)n2C)c1OC,-14,-1,-5,-0.5,-0.7,2,-1,.,8,-10
CC(C)(C)[C@@H]1CCC(=O)N(CC[C@H](Sc2ccccc2)c2ccccc2)CC1,16,-13,2,1.7,-0.5,-16,-7,-5,-7,-2
CC(C)(C)c1ccc(C(=O)O[C@H]2[C@H](Cc3ccccc3)NS(=O)(=O)[C@H]3C[C@@H]4C=C[C@]23O4)cc1,8,-11,-6,-0.3,0.3,-8,2,-2,-29,-2
O=C(CCN1C(=O)/C(=C/c2cccc(Br)c2)SC1=S)NNC(=O)c1cccnc1,-7,5,-1,-2.0,0.8,0,2,.,-29,-3
COc1ccccc1N(CC(O)CN1CCCC1)S(=O)(=O)c1ccccc1 (centres undefined),7,9,-3,-1.7,-0.3,2,-4,-6,-4,-8
COc1ccc(OCCOCCN2CCN(C)CC2)cc1,-6,7,-2,0.3,2.4,-1,0,-3,4,-7
Nc1cc(Oc2ccc(F)cc2F)cc([N+](=O)[O-])c1,.,3,-6,-2.3,0.2,4,3,-3,14,5
CCN(CC)S(=O)(=O)c1ccc(C)c(N=C=S)c1,-4,11,2,-0.9,-6.2,1,-3,-4,8,7
CCN(CC)c1ccc(N=C2C(=O)Nc3ccccc32)cc1,-4,-45,2,0.6,0.0,2,-3,-5,-17,-12
Cc1c(NC(=O)COC(=O)c2cccn2C)c(=O)n(-c2ccccc2)n1C,-5,-1,3,0.8,0.2,-1,0,.,2,-6
CC(=O)c1cccc(NC(=O)c2ccc(N(Cc3ccccc3C)S(C)(=O)=O)cc2)c1,-4,-9,-1,-2.5,-1.3,2,4,0,-65,-3
COc1ccc(CCNc2ncnc3sccc23)cc1OC,-4,-5,0,-3.1,0.0,0,-9,-6,-14,3
CCOC(=O)c1cn(Cc2ccc(Br)cc2)nn1,-5,-10,-6,-0.1,-0.5,-1,6,-3,-3,-5
O=C(Oc1cccc2cccnc12)c1cccc([N+](=O)[O-])c1,7,-2,-3,0.2,1.3,0,-4,-1,2,-7
Cc1ccc(S(=O)(=O)NCCNC(=O)N2CCOCC2)cc1,-17,-3,1,-0.8,-0.9,2,-4,5,-2,-4
Cc1sc(NC(=O)c2ccco2)c(C(c2ccncc2)N2CCOCC2)c1C (centres undefined),-4,-5,-3,0.5,-0.1,0,6,-4,0,-9
Cc1cc(=O)[nH]c(SCC2(O)C3CC4CC(C3)CC2C4)n1 (centres undefined),-8,-3,-3,-1.3,0.2,-3,-5,.,-17,2
COc1cc(CC(=O)NCc2ccco2)cc(OC)c1OC,4,-2,1,-2.8,0.5,2,12,1,0,-4
O=C(CCc1ccccc1)n1nc(-c2ccccc2)nc1NCc1ccco1,5,2,0,-2.0,0.3,-5,1,4,5,-10
COc1ccc(CNC(=O)CN2CCC(NC(=O)c3ccccc3C)CC2)cc1,4,-1,2,-3.0,0.2,1,-4,-1,.,2
Cc1nc(Nc2cccc(C(F)(F)F)c2)nc2c1C(=O)CC(C)C2 (centres undefined),-8,0,0,-1.1,0.9,-1,2,0,-24,2
CCOC(=O)c1ccc(NC(=O)c2cccc(C)c2[N+](=O)[O-])cc1,.,-4,-8,-4.1,1.3,1,4,-5,.,-2
O=C(NNC(=O)c1cccc2ccccc12)c1ccco1,-5,5,0,-0.4,-0.4,-1,-5,-3,0,-22
NC(=O)NC(CC(=O)NCCc1ccc(S(N)(=O)=O)cc1)c1ccc(Cl)cc1 (centres undefined),-13,-9,4,-1.8,-0.3,1,-2,-4,.,-12
COc1ccc([N+](=O)[O-])cc1NC(=O)CCCOc1ccccc1,-6,-2,-6,-0.3,-0.6,-4,2,1,-57,5
NC1=NC(=Nc2cccc(S(=O)(=O)N3CCOCC3)c2)c2ccccc21,2,3,-8,-0.8,3.6,1,-2,1,-4,-10
CN1CCN(C(=O)CN(Cc2ccc(Cl)cc2)S(C)(=O)=O)CC1,-12,-9,-3,-0.2,0.7,2,-3,.,8,-6
NNc1nc2c(-c3cccc(C(F)(F)F)c3)nnn2c2ccccc12,1,-3,-5,-0.9,-2.3,-11,8,-8,-11,-6
CCCOC(=O)c1c(NC(=O)CCCn2nc([N+](=O)[O-])c(Cl)c2C)sc(C(=O)OC)c1C,-3,3,1,-1.3,-2.8,0,7,-2,-43,-11
COc1ccccc1-n1c(=O)oc2ccc(Cl)cc2c1=O,-16,9,4,-0.5,0.0,-1,-3,-1,29,-1
O=C(Nc1ccccc1)c1ccc(S(=O)(=O)NCC2CCCO2)cc1 (centres undefined),5,2,-9,0.1,0.5,2,13,3,5,2
Cc1nc2ccccc2cc1O,-164,4,-2,-2.0,-1.2,0,4,-37,3,-2
CC(C)(C)c1ccc(OCC(=O)Nc2ccc(C(=O)Nc3ccccc3C(=O)O)cc2)cc1,3,3,-5,-0.3,-0.5,5,-5,-7,9,1
O=C(CCC1COc2ccccc2O1)NC1CCCCC1 (centres undefined),-7,10,4,-3.4,0.9,1,2,-1,3,-11
CCOC(=O)c1sc(NC(=O)CSc2nc(O)c(Cc3ccccc3)c(=O)[nH]2)nc1C,.,1,-2,-0.6,-0.5,-5,-4,-1,8,8

# An excerpt from further up:
Compound,Rtt109 Vps75,PKA-R2B activ,Keap1-Nrf2 PPI,CAL PDZ FP-1,C-LANA FP,DAGLB inhibitor,RTF Ca sens act,CAL PDZ FP-2,SR-BI DiI-HDL act,RTF Ca sens inh
NC(=O)NC(CC(=O)NCCc1ccc(S(N)(=O)=O)cc1)c1ccc(Cl)cc1 (centres undefined),-13,-9,4,-1.8,-0.3,1,-2,-4,.,-12
COc1ccc([N+](=O)[O-])cc1NC(=O)CCCOc1ccccc1,-6,-2,-6,-0.3,-0.6,-4,2,1,-57,5
NC1=NC(=Nc2cccc(S(=O)(=O)N3CCOCC3)c2)c2ccccc21,2,3,-8,-0.8,3.6,1,-2,1,-4,-10
CN1CCN(C(=O)CN(Cc2ccc(Cl)cc2)S(C)(=O)=O)CC1,-12,-9,-3,-0.2,0.7,2,-3,.,8,-6
NNc1nc2c(-c3cccc(C(F)(F)F)c3)nnn2c2ccccc12,1,-3,-5,-0.9,-2.3,-11,8,-8,-11,-6
CCCOC(=O)c1c(NC(=O)CCCn2nc([N+](=O)[O-])c(Cl)c2C)sc(C(=O)OC)c1C,-3,3,1,-1.3,-2.8,0,7,-2,-43,-11
COc1ccccc1-n1c(=O)oc2ccc(Cl)cc2c1=O,-16,9,4,-0.5,0.0,-1,-3,-1,29,-1
O=C(Nc1ccccc1)c1ccc(S(=O)(=O)NCC2CCCO2)cc1 (centres undefined),5,2,-9,0.1,0.5,2,13,3,5,2
Cc1nc2ccccc2cc1O,-164,4,-2,-2.0,-1.2,0,4,-37,3,-2
CC(C)(C)c1ccc(OCC(=O)Nc2ccc(C(=O)Nc3ccccc3C(=O)O)cc2)cc1,3,3,-5,-0.3,-0.5,5,-5,-7,9,1
O=C(CCC1COc2ccccc2O1)NC1CCCCC1 (centres undefined),-7,10,4,-3.4,0.9,1,2,-1,3,-11
